Screens as filed in PubChem BioAssay.
SMARCA2 activ: SMARCA2 (BRM) function activators, primary screen, cell-based, luminescence, high throughput. MG213 cells, MMTV-luciferase reporter, dexamethasone, overnight. activation, % at 9.1 µM. hit rate 1% among 370,000. AID 652017, 2013; in the data active = activation above about 7.8%;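 note: 0% = vehicle wells and 100% = reference activator wells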
PLC-gamma1 inh: PLC-gamma1 enzyme inhibitors, primary screen, biochemical, fluorescence, purified enzyme; inhibition, % at 12.2 µM; AID 720700, 2013; 1-phosphatidylinositol 4,5-bisphosphate phosphodiesterase gamma-1 (Homo sapiens), P19174; hit rate 0.84% among 370,000; fluorogenic substrate; in the data active = inhibition above about 9.5%
ADAM17 inh: ADAM17 inhibitors, primary screen, biochemical, QFRET. Disintegrin and metalloproteinase domain-containing protein 17 (Homo sapiens), P78536. recombinant ADAM17, EDANS/DABCYL FRET peptide cleavage. inhibition, % at 6.95 µM. hit rate 0.83% among 370,000. AID 720648, 2013;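 active = inhibition above the mean of compounds lying between control limits plus 3 SD, set per campaign, cut at about 8.5% in these data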;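 note: 0% = DMSO-only wells as the low control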
ssDAF-12 act: S. stercoralis DAF-12 nuclear receptor activators, primary screen, cell-based, luminescence, HEK293, GRIP1 co-expression, lit1-tk-luc; Nuclear hormone receptor DAF-12 (Strongyloides stercoralis); HEK293 ssDAF-12/GRIP1 lit1-tk-luc reporter; % of 3 µM dafachronic acid response; activation, % at 6.8 µM; hit rate 1% among 370,000; AID 652126, 2013;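 active = activation above the mean over all tested compounds plus 3 SD, cut at about 0.9% in these data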;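 note: 0% = DMSO-only wells and 100% = 3 µM delta7-dafachronic acid wells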
PLC-beta3 inh: human PLC-beta3 inhibitors, primary screen, biochemical, fluorescence | Purified PLC-beta3, fluorogenic substrate | inhibition, % at 12.2 µM | hit rate 0.18% among 370,000 | AID 720704, 2013; in the data active = inhibition above about 11%;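 note: 0% = median of compound wells on plate and 100% = full blocker control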
DAX1 inh-1: DAX1 (NR0B1) inhibitors on StAR promoter, primary screen, cell-based, luminescence, SF-1 (NR5A1), full-length DAX-1; HEK293T StAR-luciferase reporter, SF-1/DAX-1 repression relief; inhibition, % at 6.8 µM; hit rate 1.1% among 370,000; AID 652010, 2013;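 active = inhibition above the mean over all tested compounds plus 3 SD, cut at about 3.6% in these data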;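 note: 0% = DAX-1 cells with DMSO and 100% = cells lacking DAX-1 with DMSO; higher inhibition means more luminescence from relief of DAX-1 repression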
hgDAF-12 ag: H. glycines DAF-12 receptor agonists, primary screen, cell-based, luminescence, HEK293, GAL4 fusion, UAS-luciferase; Nuclear hormone receptor DAF-12 (Heterodera glycines), GAL4 fusion; HEK293 GAL4-hgDAF12 UAS-luciferase reporter, agonist luminescence; normalized to butyrate control; activation, % at 6.8 µM; hit rate 1.8% among 370,000; AID 687014, 2013;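 active = activation above a cutoff set at the mean of all screened compounds plus 3 SD, cut at about 10% in these data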;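 note: 0% = DMSO wells and 100% = sodium butyrate wells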
Rev-erbA mod: modulators of Rev-erb alpha DNA binding, primary screen, biochemical, FITC-DNA, fluorescence polarization, uHTS; Nuclear receptor subfamily 1 group D member 1 (Homo sapiens), P20393; Rev-erbα–FITC-DNA binding, 90 min; activity, % at 10 µM; hit rate 0.79% among 370,000; AID 1259318, 2017;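 active = activity above about 14%, limit read from the data; passing the limit was not always enough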;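 note: 0% = DMSO wells with 35 nM protein and 100% = DMSO wells with 750 nM protein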
MBD2 DNA inh: inhibitors of MBD2 binding to methylated DNA, primary screen, biochemical, TR-FRET, DNA-binding domain, human. Methyl-CpG-binding domain protein 2 (Homo sapiens), Q9UBB5. MBD2 binding to methylated oligonucleotide. AID 686964, 2013. inhibition, % at 4.4 µM. hit rate 0.31% among 370,000; in the data active = inhibition above about 13%
Target sequence (Q9UBB5 whole entry, looked up, the tested form may be a part): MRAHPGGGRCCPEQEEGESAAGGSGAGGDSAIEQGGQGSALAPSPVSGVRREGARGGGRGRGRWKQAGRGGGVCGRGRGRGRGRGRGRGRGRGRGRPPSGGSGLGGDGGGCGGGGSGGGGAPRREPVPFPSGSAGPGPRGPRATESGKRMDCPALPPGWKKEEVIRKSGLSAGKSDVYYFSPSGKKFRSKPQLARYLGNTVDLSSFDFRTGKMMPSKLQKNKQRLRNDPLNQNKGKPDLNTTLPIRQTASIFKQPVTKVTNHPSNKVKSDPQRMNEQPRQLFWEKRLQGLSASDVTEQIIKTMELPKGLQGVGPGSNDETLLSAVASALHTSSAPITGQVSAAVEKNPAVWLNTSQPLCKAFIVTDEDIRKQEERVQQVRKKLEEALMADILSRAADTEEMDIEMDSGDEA
hcDAF12 agonist: H. contortus DAF-12 nuclear receptor activators, primary screen, cell-based, luminescence, HEK293, lit1-tk-luc reporter. HEK293 hcDAF-12 lit1-tk-luc reporter; 0% DMSO, 100% Δ7-dafachronic acid. activation, % at 6.8 µM. hit rate 1.4% among 370,000;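 active = activation above the mean of all tested compounds plus 3 SD, cut at about 5.5% in these data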;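 note: 100% = response to 3 µM Δ7-dafachronic acid high control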
DAX1 inh-2: DAX1 (NR0B1) inhibitors, primary screen, cell-based, HEK293, Gal4-DAX1, luciferase luminescence. Nuclear receptor subfamily 0 group B member 1 (Homo sapiens), P51843. HEK293 Gal4-DAX1 luciferase reporter. inhibition, % at 6.75 µM. hit rate 0.99% among 340,000. AID 504766, 2011;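 active = inhibition above the mean over all tested compounds plus 3 SD, cut at about 4.2% in these data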;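 note: 0% = DAX1-transfected cells with DMSO and 100% = empty-vector control cells with DMSO; inhibition shows as a rise in luminescence from relieved DAX1 repression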
Target sequence (P51843 207-470 limits assumed): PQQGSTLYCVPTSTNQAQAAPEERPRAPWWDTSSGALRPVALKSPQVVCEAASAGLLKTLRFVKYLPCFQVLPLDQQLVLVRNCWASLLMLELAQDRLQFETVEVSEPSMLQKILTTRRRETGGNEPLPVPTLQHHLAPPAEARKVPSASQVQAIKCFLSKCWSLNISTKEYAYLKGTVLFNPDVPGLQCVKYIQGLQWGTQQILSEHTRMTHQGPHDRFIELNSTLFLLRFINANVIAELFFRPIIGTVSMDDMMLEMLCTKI
An asterisk follows results filed as active; i = inactive; nt = not tested or not shown; & = joins results of further samples.

Screens in order: SMARCA2 activ, PLC-gamma1 inh, ADAM17 inh, ssDAF-12 act, PLC-beta3 inh, DAX1 inh-1, hgDAF-12 ag, Rev-erbA mod, MBD2 DNA inh, hcDAF12 agonist, DAX1 inh-2
> O=S(=O)(NCc1ccccc1)c1ccc(Cl)cc1
    1, 1, -4, -0.6, 0, -0.4, -2.3, -1, 4, -1.1, 0.9
> COc1cccc(C2C(C#N)=C(N)OC3=C2C(=O)CCC3)c1OC(=O)c1ccco1 (centres undefined)
    1, -4, -3, -1.3, -5, -1.0, -2.0, 2, -6, -1.1, 0.2
> C=CCOc1cccc(/C=C2\C(=O)N(Cc3ccc(C)cc3)C(C)=C2C(=O)OC)c1
    -2, -6, 2, -1.3, -3, -0.4, -3.8, 1, 3, -0.1, -0.9
> O=c1[nH]c(=O)c2ccccc2o1
    -3, 9, 2, -1.0, -7, 2.5, 0.0, 10&7, -3, 1.3, nt
> Cc1cc(C(=O)NC2CCCCC2C)c2ccccc2n1 (centres undefined)
    -2, 3, -1, -0.4, -9, 0.6, 0.4, 3, 8, 1.4, 1.0
> N#CC1=C(N)Nc2ncnn2C1c1ccc([N+](=O)[O-])cc1 (centres undefined)
    -3, 1, 0, -0.5, 3, -1.0, -0.5, 9, 1, -1.2, -0.5
> Cc1ccc(-c2cn(C[C@H]3CC[C@@H]([C@@H]4CC[C@H](Cn5cc(-c6ccc(C)cc6)nn5)O4)O3)nn2)cc1
    1, 2, -3, -0.7, 0, -0.4, -0.3, -1, -3, -1.0, 0.4
> Oc1ccc[n+](CC(O)c2ccccc2)c1 (centres undefined)
    -2, 0, -6, -1.4, 1, -0.4, 1.4, 3, 0, -1.2, -0.2
> CNC[C@H](Cc1ccccc1)NC[C@@H](Cc1cccc2ccccc12)NCCc1ccc(C)cc1
    0, 8, -3, -0.7, -3, -0.2, 0.0, 6, 8, -1.3, 0.6
> Cn1c(SCC(=O)Nc2cccc(NC(=O)c3cccs3)c2)nnc1-c1ccncc1
    2, 3, -1, -1.3, 3, -0.4, 1.3, 2, 2, -2.5, -0.6
> COc1cc(C=NNC(=S)Nc2ccc(S(=O)(=O)N3CCCCC3)cc2)cc(OC)c1OC
    -6, -7, 2, -1.3, -7, -2.0, 2.5, -2, -1, -3.3, -0.3
> Cc1nc2ncnn2c(C)c1CCC(=O)NCCCN1CCN(c2cccc(Cl)c2)CC1
    5, 1, -3, -1.1, 3, -0.1, -1.9, -1, 1, 0.2, -0.4
> Nc1[nH]c(C(=O)c2ccccc2)c(-c2cccc3ccccc23)c1C(=O)c1cccs1
    5, -3, 0, 0.0, -2, 0.9, 3.5, 1, -2, 3.5, nt
> Cc1c(Cl)c(C(=O)NNC(=S)Nc2ccccc2)nn1C
    4, -2, -4, -0.1, 1, 2.3, 9.0, 0, -1, 1.6, 2.8
> CN(CCC#N)c1ccc(/C=C(\C#N)c2ccccn2)cc1
    4, i, -61, 2.1*, i, 5.7*, 23*, 71*, -81, 17*, -3.0
> CCn1nc(C)c(/C=N/NC(=O)c2ccoc2C)c1C
    6, 3, 4, -0.1, 6, 2.6, 9.4, 4, -5, 1.7, 2.6
> CCOc1ccc2[nH]c(=O)c(CN(CCCO)C(C)=O)cc2c1
    -4, -26, -75, -0.9, -36, -0.1, 1.7, -6, 3, 1.3, 2.0
> CC(C)[C@H](NS(=O)(=O)c1cccc(C(F)(F)F)c1)C(=O)OCC(N)=O
    4, 2, 1, -0.1, 0, 0.0, 1.5, 2, 4, -0.9, 0.9
> Nc1nc(C(=O)N2CCOCC2)nn1C(=O)c1ccc(Cl)cc1
    -2, 1, -3, -0.5, 1, 0.9, 1.1, -3, 2, -1.8, 2.7
> CCc1ccc(C(=O)OCC(=O)c2c(N)n(CC(C)C)c(=O)n(C)c2=O)cc1
    -4, 3, 6, -2.3, 3, -2.2, -2.6, -5, 0, -3.9, -5.4
> N#CC(c1ccccc1)(c1ncc(C(F)(F)F)cc1Cl)N1CCOCC1 (centres undefined)
    0, 1, -5, -1.0, -26, -0.1, 1.1, 0, -4, -0.3, 0.4
> O=C(Nc1ccc(F)cc1)C(Sc1nnc2ccccn12)c1ccccc1 (centres undefined)
    -1, -3, -3, -1.1, -2, -0.9, -4.2, 2, 3, -3.0, -1.0
> COc1ccc(/C(N)=N/OC(=O)c2cccc([N+](=O)[O-])c2)cc1OC
    4, -1, -2, -1.4, 2, -0.2, 0.6, 0, 1, -0.1, -0.6
> COCCNC(=O)CSc1ncnc2sc(-c3ccccc3)cc12
    -2, -2, -5, -1.6, -3, 0.0, 1.1, 1, -1, -0.1, 0.4
> CC1CCN(CC(=O)Nc2ccc(S(=O)(=O)N3CCCCC3)cc2)CC1
    -1, 8, 3, -0.8, -9, 0.2, -1.1, 2, 1, -1.3, -0.2
> CC(C)Oc1ccc(CNC(=S)N/N=C/c2ccc([N+](=O)[O-])cc2)cc1
    10*, 5, 1, -1.7, 6, -0.4, 6.3, 7, 4, -2.3, 2.4
> CN(C)c1c(F)cc(C(=O)NC(=O)NCc2cccnc2)cc1F
    0, -2, -1, -0.6, -9, -1.7, -2.2, -3, 1, -0.8, 0.2
> CN(C)c1nc(N)c2nccnc2n1
    -1, -362, -178, -0.7, i, -0.2, -0.4, 4, -4, 0.3, 0.2
> COc1ccc(CN(C(=O)c2cc(=O)c3ccccc3o2)C2CCS(=O)(=O)C2)cc1OC (centres undefined)
    2, 4, 0, -0.9, -4, 1.7, 0.8, -3, 9, 0.5, 0.1
> O=C1CC(N2CCN(c3cccc(C(F)(F)F)c3)CC2)C(=O)N1c1ccc(F)cc1 (centres undefined)
    0, -2, -3, -0.7, 2, 0.9, 3.8, -1, 6, -1.1, 1.3
> O=C(NC1CCOCC1)C1CCC(=O)N(CCc2ccc(Cl)cc2)C1 (centres undefined)
    -1, 0, -2, -1.4, -5, -0.2, 2.0, 0, -6, -1.8, 0.1
> CC(C)(C)OC(=O)CNC(=O)c1[nH]cnc1C(=O)NCCCCCNC(=O)OC(C)(C)C
    0, -1, -3, -2.3, 1, -1.8, -6.1, 3, 4, -3.4, -4.4
> CC1CCC(=NNS(=O)(=O)c2ccc([N+](=O)[O-])cc2)CC1 (centres undefined)
    1, 3, -4, -1.5, -9, -0.4, -0.5, 8, 0, -0.1, 0.0
> COC(=O)c1sc(N2C(=O)c3oc4ccccc4c(=O)c3C2c2cccs2)nc1C (centres undefined)
    -1, -2, -6, -0.9, -3, -0.5, -2.1, 16, 5, -0.1, 0.1
> CCOc1ccc(C(CC(=O)O)NC(=O)c2cccs2)cc1 (centres undefined)
    -1, -1, 1, 0.0, 0, 0.1, -0.5, -1, 1, -1.1, -0.9
> O=S(=O)(NC1=NCCC1)c1cccc(NS(=O)(=O)c2ccc(F)c(Cl)c2)c1
    1, 1, -7, -0.5, -5, 0.8, 2.4, -1, 6, 1.1, 1.3
> CCCC(=O)N1CCC1(C)C(=O)NS(=O)(=O)c1cccc(F)c1 (centres undefined)
    -2, 1, -6, -1.6, 1, 0.8, -0.2, 1, -5, -1.9, nt
> CCOC(=O)[C@]12CCC=C1N(Cc1ccc(Cl)cc1Cl)C(=O)[C@H](CC(=O)NCc1cccc(C(F)(F)F)c1)C2
    -4, -1, 7, -1.5, 2, -1.0, 1.4, 1, -6, 0.7, nt
> O=C(CN(Cc1ccc(Cl)cc1)C(=O)c1csnn1)NCc1ccc(F)cc1
    2, -1, 1, -0.8, -3, -0.5, 1.7, 0, 5, -1.6, -1.2
> CC(NC(=O)c1ccccc1[N+](=O)[O-])C1CC2CCC1C2 (centres undefined)
    -1, -1, -4, -0.5, -10, -0.1, 1.0, -2, -4, -1.1, 0.0

Another view of 6 compounds above.
molecule,SMARCA2 activ,PLC-gamma1 inh,ADAM17 inh,ssDAF-12 act,PLC-beta3 inh,DAX1 inh-1,hgDAF-12 ag,Rev-erbA mod,MBD2 DNA inh,hcDAF12 agonist,DAX1 inh-2
O=C(Nc1ccc(F)cc1)C(Sc1nnc2ccccn12)c1ccccc1 (centres undefined),-1,-3,-3,-1.1,-2,-0.9,-4.2,2,3,-3.0,-1.0
O=C(NC1CCOCC1)C1CCC(=O)N(CCc2ccc(Cl)cc2)C1 (centres undefined),-1,0,-2,-1.4,-5,-0.2,2.0,0,-6,-1.8,0.1
COc1ccc(CN(C(=O)c2cc(=O)c3ccccc3o2)C2CCS(=O)(=O)C2)cc1OC (centres undefined),2,4,0,-0.9,-4,1.7,0.8,-3,9,0.5,0.1
CC1CCC(=NNS(=O)(=O)c2ccc([N+](=O)[O-])cc2)CC1 (centres undefined),1,3,-4,-1.5,-9,-0.4,-0.5,8,0,-0.1,0.0
CCOC(=O)[C@]12CCC=C1N(Cc1ccc(Cl)cc1Cl)C(=O)[C@H](CC(=O)NCc1cccc(C(F)(F)F)c1)C2,-4,-1,7,-1.5,2,-1.0,1.4,1,-6,0.7,nt
CN(C)c1nc(N)c2nccnc2n1,-1,-362,-178,-0.7,i,-0.2,-0.4,4,-4,0.3,0.2

More records
Screens in order: SMARCA2 activ, PLC-gamma1 inh, ADAM17 inh, ssDAF-12 act, PLC-beta3 inh, DAX1 inh-1, hgDAF-12 ag, Rev-erbA mod, MBD2 DNA inh, hcDAF12 agonist, DAX1 inh-2
> COc1cc(NC(=O)Nc2cccc(Cl)c2)c(C(=O)O)cc1OC
    -2, -72, -76, -1.3, -113, -0.4, -0.7, 2, 2, -2.5, -1.7
> COc1ccc(OCC(O)Cn2c(N3CCCCC3)nc3c2c(=O)[nH]c(=O)n3C)cc1 (centres undefined)
    0, 1, -2, -1.6, -5, 0.1, -1.8, -4, -3, -1.9, -0.1
> CCN(C(=O)COC(=O)c1ccc(Br)o1)C1CCCCC1
    1, 0, 0, -0.6, 0, 0.1, 0.3, 0, 2, -1.2, 1.4
> COCCCN1C(=O)C(CC(=O)NCCN2CCOCC2)CC(C(=O)N2CCOCC2)=C1C (centres undefined)
    -4, 0, -6, -0.5, 3, 0.9, -1.9, -8, 0, -0.1, nt
> COc1ccc(C(=O)N/N=C/c2c[nH]c3ccccc23)cc1
    -1, -11, -4, -0.5, -19, 0.2, 4.4, 3, 3, 3.1, 3.0
> CC(=O)Nc1cccc(CCc2nc3ccccc3[nH]2)c1
    -1, 0, -3, -0.8, -6, 0.2, 0.4, -7, -6, 0.6, -0.3
> O=C(N/C(=C/c1ccccc1)C(=O)N1CCCCC1)c1ccccc1
    1, 0, -1, -1.1, -7, -1.3, -1.9, -1, 4, -1.1, 1.5
